Screening data as filed in PubChem.
D1 ag: agonists of human D1 dopamine receptor | P21728 | HEK293 T-REx D1 cells, calcium flux, agonist mode | activation, % at 2 µM | actives 1% (n = 360,000); in the data active = activation above about 30%; note: 0% is about no effect
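Inducible HEK293 T-REx D1 cells, force-coupled to calcium signalling, were plated at 4000 cells/well with tetracycline and held overnight at 30 C. After no-wash calcium dye loading, compound-evoked calcium rise over 180 s flagged agonists.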
LDHA block: blocks human lactate dehydrogenase A | purified LDHA, NADH/diaphorase-resazurin fluorescence; stronger effect = lower value | activity change, % (values are at about 110 or 230 µM) | actives 0.15% (n = 480,000) | AID 1347041; in the data active = activity change below about -30%; inconclusive = mostly about -25% to -30%;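 note: plate controls were DMSO wells for no effect and wells without enzyme for full effect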
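Human LDH5 (2 nM) was incubated with 0.06 mM NADH and 0.2 mM pyruvate for 5 min at room temperature in Tris pH 7.4. Remaining NADH was coupled through diaphorase/resazurin, and resorufin fluorescence was read at 0 and 20 min.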
RXFP1 agonist: RXFP1 (human) receptor agonism. actives 0.3% (n = 370,000). Potency, µM (series often up to 57.5 µM), without a hit: top-dose activation, most hits filed as activators. Q9HBX9. HEK293T-RXFP1 cAMP TR-FRET, 30 min; response scale: percent of porcine relaxin response, buffer zero; note: potency is the fitted concentration of half-maximal effect; % is set by controls: 0 for no effect and ±100 for the full control effect; nearly all actives have a fitted effect of over 60% in size; many of its hits are not listed in these tables
Target sequence (Q9HBX9 whole entry, looked up): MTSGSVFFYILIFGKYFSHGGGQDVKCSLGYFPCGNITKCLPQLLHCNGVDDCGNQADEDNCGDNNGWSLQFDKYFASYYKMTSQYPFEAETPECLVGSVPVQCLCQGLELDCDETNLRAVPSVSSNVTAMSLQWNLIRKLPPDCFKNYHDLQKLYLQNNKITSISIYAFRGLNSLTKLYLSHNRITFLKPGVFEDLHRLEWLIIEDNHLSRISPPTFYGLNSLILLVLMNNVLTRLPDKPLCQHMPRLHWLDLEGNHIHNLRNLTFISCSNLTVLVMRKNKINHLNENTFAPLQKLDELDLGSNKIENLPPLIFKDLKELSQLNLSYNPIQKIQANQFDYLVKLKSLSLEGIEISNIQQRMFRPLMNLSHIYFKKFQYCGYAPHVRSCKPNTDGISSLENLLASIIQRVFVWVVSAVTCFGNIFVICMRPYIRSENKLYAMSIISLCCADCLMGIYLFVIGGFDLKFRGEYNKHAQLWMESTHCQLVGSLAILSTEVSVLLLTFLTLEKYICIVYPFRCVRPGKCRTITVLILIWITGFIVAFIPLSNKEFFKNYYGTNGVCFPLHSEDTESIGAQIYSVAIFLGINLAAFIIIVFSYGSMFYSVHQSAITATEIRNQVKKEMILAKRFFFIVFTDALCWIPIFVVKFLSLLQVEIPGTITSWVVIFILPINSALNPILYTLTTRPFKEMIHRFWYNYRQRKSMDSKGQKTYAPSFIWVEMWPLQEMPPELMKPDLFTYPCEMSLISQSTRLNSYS
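HEK293T cells stably expressing RXFP1 were pretreated with the PDE4 inhibitor Ro 20174, exposed to compounds for 30 min at 37C, lysed, and cAMP was read by TR-FRET. Data normalized to buffer (basal) and 29 nM porcine relaxin (100%).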
D1 potentiator: human D1 dopamine receptor positive modulation; P21728; HEK293 TREx D1 cells, calcium flux, dopamine EC20 potentiation; potentiation, % at 10 µM; actives 0.036% (n = 360,000); in the data active = potentiation above about 30%; note: 0% is about no effect
Vif-A3G inh: blocks the Vif interaction with human APOBEC3G; HeLa A3G-eYFP + Vif (tagged APOBEC3G with the HIV-1 protein that degrades it), YFP fluorescence, overnight; actives 0.076% (n = 410,000); Potency, µM (titrated, usually from 46.1 µM), inactives show top-dose activity, negative = active, usual class: inhibitors; Q9HC16;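 note: potency is the fitted concentration of half-maximal effect; % is set by controls: 0 for no effect and ±100 for the full control effect; nearly all actives have a fitted effect of over 60% in size; hits raise eYFP signal because A3G escapes Vif-driven loss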
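Read-out is eYFP fluorescence (Ex 488/Em 500-530) from Vif-expressing HeLa A3G-eYFP cells; more signal means A3G escaped Vif-mediated degradation. Cells plated overnight, compound pinned in, incubated overnight at 37 deg C.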
D2 potentiator: positively modulates the human D2 dopamine receptor allosterically | actives 0.34% (n = 340,000) | P14416 | AID 485347 | potentiation, % at 10 µM | HEK293 T-REx D2, calcium flux, EC20 dopamine potentiation;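 active = potentiation over 3 SD above the plate norm, cut at about 30% in these data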; note: 0% is about no effect
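Using a no-wash calcium dye in inducible, force-coupled HEK293 Trex cells expressing D2, we tracked fluorescence each second for 180 s after compound, then for 180 s after EC20 dopamine to detect augmented signalling.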
Vif-APOBEC3F blk: inhibitors of Vif-A3F interaction; HeLa A3F-eYFP + Vif (tagged APOBEC3F with the HIV-1 protein that degrades it), YFP fluorescence increase; Potency, µM (titrated, usually from 46.1 µM), inactives show at the top dose activity, negative = active; actives 0.2% (n = 390,000); note: potency is the fitted concentration of half-maximal effect; % of control where 0% means no effect; nearly all actives have a fitted effect of over 65% in size
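Fluorescence increase (Ex 488/Em 500-530) after overnight compound treatment at 37 deg C flags inhibition of Vif-driven A3F-eYFP loss in stable HeLa A3F-eYFP/Vif cells seeded overnight beforehand.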
Glioma ERSR ind: inducers of ER stress response in human glioma cells; U87-MG GRP78 promoter luciferase reporter, 16 h; actives 0.02% (n = 420,000); Potency, µM, without a hit: at the top dose activation, usual class: activators; AID 602332; note: potency is the fitted concentration of half-maximal effect; series mostly up to about 76 µM; % of control where 0% means no effect; nearly all actives have a fitted effect of over 35% in size
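ERSR induction read as luciferase luminescence (Bright-Glo, 10 min at room temperature) in stably transfected human U87-MG glioma cells exposed to compounds for 16 h, using GRP78 as sensor.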
D1 antagonist: antagonists of human D1 dopamine receptor; P21728; HEK293 TREx D1 cells, calcium flux, dopamine EC80; stronger effect = lower value; activity change, negative = inhibition, % at 10 µM; actives 3.2% (n = 360,000); AID 504652; in the data active = activity change below about -30%; note: % is set by controls: 0 for no effect and ±100 for the full control effect
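Using tetracycline-induced force-coupled D1 Hek293 cells and a calcium dye, signals were followed for 180 s after compound, then for 180 s after EC80 dopamine, to detect inhibitors.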
* marks the source's active call; other numbers are inactive results; ? = inconclusive; . = not tested or not shown; & = joins results of further samples. Unless noted, calls come from the whole dose curve; as a rule, active = well fitted curve in the direction sought with a large enough effect; inconclusive = small, poorly fitted or top-dose-only effect, or another doubt; inactive = no such curve, though single readings can be large; an effect the other way counts as inactive or inconclusive. Only part of the results is shown; rates above refer to the full screens.

SMILES	D1 ag	LDHA block	RXFP1 agonist	D1 potentiator	Vif-A3G inh	D2 potentiator	Vif-APOBEC3F blk	Glioma ERSR ind	D1 antagonist
Cc1ccccc1OCC(=O)NCCS(=O)(=O)N1CCN(c2ccc(F)cc2)CC1	8	-1	-0.7%	-10	2%	0	-17%	-5%	16
O=C(NCCC1CCCCN1S(=O)(=O)c1ccc(F)cc1)C(=O)Nc1ccccc1F (stereo not given)	16	2	-0.6%	-7	0%	10	-5%	-4%	2
CCOC(=O)[C@H]1[C@H]2COc3cc(OC)ccc3[C@@H]2N2C(=O)CN(C)C(=O)[C@@]12C	.	4	.	.	-4%	.	4%	-3%	.
O=C(NCCN1CCCC1)c1ccc2c(c1)N(Cc1ccccc1)C(=O)c1ccccc1S2(=O)=O	1	-6	1.6%	3	0%	28	-11%	-3%	-3
COc1ccc(CCNc2ncnc3onc(C)c23)c(OC)c1	24	-4	3.1%	-7	1%	-6	-3%	-2%	-45*
O=C(NNC(=O)c1ccccc1OCc1ccc(F)cc1)c1ccccc1O	4	-3	-3.9%	0	2%	6	-1%	-1%	-18
COc1cc2c(c(OC)c1)C(c1cccc(OC)c1OC)CC(=O)N2 (stereo not given)	0	0	1.3%	3	2%	4	-6%	-4%	5
COc1ccccc1-n1cnc2c(c1=O)c1nc3ccccc3nc1n2-c1ccc(C)cc1	3	-2	0.3%	7	-1%	33*	7%	5%	19
C=CCn1c(=N)n(CC(=O)c2cccc([N+](=O)[O-])c2)c2ccccc21	2	-7	0.3%	-3	-5%	-2	7%	1%	-1
CSc1ncccc1C(=O)OCc1ccccc1	4	-2	-0.1%	-4	-7%	4	-5%	10%	1
CN(C(=O)c1cccc(C#N)c1)c1nnc(-c2ccncc2)s1	1	-3	0.9%	5	3%	-9	-14%	-6%	2
O=C(c1ccoc1)N1CCC2(CC1)Oc1ccc(F)cc1C(=O)C21CC(c2ccc(Cl)cc2)=NO1 (stereo not given)	4	0	-0.2%	-3	1%	2	-1%	-5%	-12
COc1ccccc1Oc1ncnc2c1cnn2-c1ccccc1	0	-7	-0.7%	-5	1%	5	-16%	5%	-15
CCOc1cc(-c2nc(-c3ccc(C)nc3OCC)no2)cc(OCC)c1OCC	2	-4	2.0%	-2	2%	7	-11%	-5%	25
C=CCn1c(SCC(=O)N2CCc3ccccc3C2)nc2sc(CC)cc2c1=O	1	-2	-1.7%	-5	-3%	3	10%	-1%	-1
COc1ccccc1N1CCN(C(=O)COc2ccccc2C#N)CC1	3	-8	-0.4%	-3	3%	-1	0%	-1%	10
Nc1[nH]c(=S)[nH]c(=O)c1-c1ccccc1	-2	3	0.8%	5	0%	0	-7%	-2%	1
Cc1ccc(F)c(Cn2cnc3c(cnn3C(C)(C)C)c2=O)c1Cl	2	0	3.0%	-3	-6%&-4%	17	-12%	0%&-5%	11
CCCCCN1CN(S(=O)(=O)c2cccs2)c2nc3ccccc3nc21	1	-1	6.1%	-6	-1%	-1	3%	-3%	-4
COC(=O)c1sccc1NC(=O)c1ccc(C)o1	5	-2	6.0%	-6	3%	4	3%	-2%	-22
O=C(CN(CCc1ccccc1)S(=O)(=O)c1ccc(Br)cc1)N/N=C/c1ccccc1C(=O)O	2	-4	-0.3%	14	-9%	0	16%	-2%	9
Cc1ccc(NC(=O)c2oc3c(c2C)C(=O)CC(C)(C)C3)cc1	2	-4	1.6%	-5	0%	-12	6%	-1%	-10
COC(=O)c1cccc(NC(=O)C2COc3ccccc3O2)c1 (stereo not given)	1	3	3.0%	-9	1%	-6	-7%	8%	-11
Cc1cccc(N2C(=O)/C(=C\c3ccc(OC(F)F)cc3)c3ccccc3C2=O)c1	2	-3	-0.9%	-9	-1%	18	-19%	0%	-2

4 entries already listed, arranged by length of the SMILES, largest number first:
SMILES	D1 ag	LDHA block	RXFP1 agonist	D1 potentiator	Vif-A3G inh	D2 potentiator	Vif-APOBEC3F blk	Glioma ERSR ind	D1 antagonist
C=CCn1c(SCC(=O)N2CCc3ccccc3C2)nc2sc(CC)cc2c1=O	1	-2	-1.7%	-5	-3%	3	10%	-1%	-1
Cc1ccc(NC(=O)c2oc3c(c2C)C(=O)CC(C)(C)C3)cc1	2	-4	1.6%	-5	0%	-12	6%	-1%	-10
CCCCCN1CN(S(=O)(=O)c2cccs2)c2nc3ccccc3nc21	1	-1	6.1%	-6	-1%	-1	3%	-3%	-4
Nc1[nH]c(=S)[nH]c(=O)c1-c1ccccc1	-2	3	0.8%	5	0%	0	-7%	-2%	1

The listing picks up with the 2 entries that preceded the break.
SMILES	D1 ag	LDHA block	RXFP1 agonist	D1 potentiator	Vif-A3G inh	D2 potentiator	Vif-APOBEC3F blk	Glioma ERSR ind	D1 antagonist
COC(=O)c1cccc(NC(=O)C2COc3ccccc3O2)c1 (stereo not given)	1	3	3.0%	-9	1%	-6	-7%	8%	-11
Cc1cccc(N2C(=O)/C(=C\c3ccc(OC(F)F)cc3)c3ccccc3C2=O)c1	2	-3	-0.9%	-9	-1%	18	-19%	0%	-2
CC(C)(C)Nc1nc(Cl)nc(N(C#N)CN2C(=O)c3ccccc3S2(=O)=O)n1	3	-3	2.1%	4	-5%	8	-28%	2%	-5
COc1ccc(-n2c(C)nc3cc(C(=O)NCc4ccco4)ccc32)cc1	2	-10	-2.3%	-3	-2%	-11	5%	-4%	-1
CCOC(=O)C1CCN(C(=O)c2cccnc2)CC1	1	-2	-0.4%	-1	0%	8	2%	-4%	19
CCN(CC(=O)Nc1ccc(NC(C)=O)cc1)C(=O)CCN1C(=O)c2cccc([N+](=O)[O-])c2C1=O	0	-5	3.6%	6	1%	-25	3%	-6%	19
O=C(O)CCNS(=O)(=O)c1ccc2c(c1)CCCC2	-2	-1	-0.3%	0	-3%	3	-12%	-4%	5
O=C(Nc1cccc(S(=O)(=O)N2CCOCC2)c1)c1ccco1	-2	-4	-1.1%	-6	0%	.	5%	0%	-18
c1ccc(Cn2c(-c3cncs3)nc3ccccc32)cc1	3	2	3.3%	-2	-9%	3	-2%	10%	10
CC(C)CC(OC(=O)c1nsc(Cl)c1Cl)C(=O)NC1CCCC1 (stereo not given)	0	-6	8.6%	8	-2%	1	-4%	-4%	-9
Cc1nc(-c2nc(-c3c(C(=O)NNC(=O)Nc4cccc(Cl)c4)noc3C)cs2)cs1	3	-16	3.0%	-1	-4%	-18	?	-2%	-26
Nc1ccc(Nc2nc(-c3cccs3)cs2)cc1	0	1	-0.2%	-2	-4%	-12	-13%	1%	6
O=C(CN1C(=O)S/C(=C\c2ccc(F)cc2)C1=O)NC1C=CS(=O)(=O)C1 (stereo not given)	1	?	-0.3%	0	-4%	0	1%	1%	-14
CC(/C=N/NC(=O)c1nn(C)c(C)c1Br)=C\c1ccccc1	2	-4	2.0%	-6	-11%	-8	-22%	3%	-10
CC(C)(C)NCc1cc(Br)ccc1OC1CCCC1	8	-7	0.2%	2	3%	5	-5%	-5%	2
COc1ccc(S(=O)(=O)N2CCN(C(=O)C3CCC3)CC2)cc1	5	-5	0.0%	1	1%	9	8%	-3%	-9
O=C(/C=C/c1ccccc1O)c1ccccc1	.	-4	.	.	-14%	.	-9%	7%	.
CC(Cc1cccs1)NC(=O)Nc1ccc([N+](=O)[O-])cc1 (stereo not given)	24	-7	-0.1%	-4	-1%	7	3%	-1%	-35*
CC(=O)c1ccc(NC(=O)C(NC(=O)c2ccccc2)=C(C)C)cc1	6	-18	-0.4%	0	0%	7	2%	-4%	-20
COc1ccc(-c2nc(SCC(=O)N3CCN(c4ccc(F)cc4)CC3)n[nH]2)cc1	0	0	11%	-2	3%	-4	4%	-3%	1
CCc1nnc(NC(=O)c2cc3ccccc3oc2=O)s1	1	5	-1.3%	0	0%	-8	1%	3%	-8
N#Cc1ccc(C23CC4(C2)[C@H](CN(Cc2ccc(-c5ccccc5)cc2)[C@@H]4c2ccccc2)C3c2ccc(Cl)nc2)cc1 (stereo not given in full)	1	0	0.0%	2	-4%	1	3%	-3%	8
COc1ccc(CC(=O)NCC2CCCCC2)cc1OC	6	-6	-2.5%	-11	2%	2	-3%	0%	-4
CCN(CC)S(=O)(=O)c1cc(C(=O)OCC(=O)Nc2cccc(Br)c2)ccc1F	2	1	2.0%	10	3%	2	-11%	-2%	11
CN(C)c1ccc(CNC(=O)CCC(=O)N2Cc3ccccc3Oc3ncccc32)cc1	2	4	-2.4%	0	-5%	-17	5%	0%	-3
Cc1cccc(OCC(=O)Nc2c(C)ccc3nsnc23)c1C	0	-5	?	3	0%	-4	-1%	-5%	4
O=C1c2ccccc2C(Nc2ccc(S(=O)(=O)N3CCCCC3)cc2)N1Cc1ccco1 (stereo not given)	2	2	1.2%	.	-7%	-3	2%	3%	-2
COc1ccc(-c2nc(CNC(=O)Nc3ccccc3)c(C)o2)c(OC)c1	3	-2	0.8%	0	-2%	7	3%	-2%	4
